Screening results as filed in PubChem.
CSM14.1 death rescue – rescue of cells from ER stress-induced death, primary screen, 384-well, CSM14.1, thapsigargin, ATP luminescence (AID 1222). CSM14.1 thapsigargin-induced death rescue, ATP luminescence; higher % means a stronger effect. cellular ATP content (survival), % at 20 µM, or EC50 in µM where a hit was titrated. 190,000 tested, under 10 active;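 active = EC50 below 50 µM in the dose-response confirmation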;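 also: death triggered by thapsigargin at about 15 µM added after 2 h compound pretreatment; cell ATP read after overnight thapsigargin exposure of roughly 18 to 22 hours; normalized against plate controls of thapsigargin alone and 5% DMSO vehicle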
AID2073 – inhibitors of Mint1-CaV2.2 protein interaction, biochemical, HTRF (AID 2073) | Voltage-dependent N-type calcium channel subunit alpha-1B (Homo sapiens) | HTRF protein-protein interaction, Mint1-CaV2.2; higher % means a stronger effect | one-dose inhibition, % at 20 µM; IC50 in µM for titrated hits | 290,000 compounds, 0.19% hits; in the data active = inhibition mostly above about 51%, no sharp cut-off; also: some results filed as inactive read as strong as hits
NOD2 inhibition – NOD2 signaling inhibitors, cell-based, luminescence, uHTS, HEK293 (AID 1566); HEK293 NOD2/NF-kB luciferase reporter, luminescence; higher % means a stronger effect; inhibition, % at 4 µM, or EC50 in µM where a hit was titrated; 290,000 compounds, 0.63% hits; also: many of its hits are not listed in these tables
LYP inhibition – inhibitors of LYP phosphatase, biochemical, fluorescence intensity, uHTS (AID 1779). inhibition, % at 11.5 µM, or IC50 in µM where a hit was titrated. recombinant LYP phosphatase, fluorescence intensity; higher % means a stronger effect. 290,000 compounds, 0.054% hits;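 also: plate controls were vehicle with enzyme for no effect and no enzyme for full effect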
M1AAP inhibition – P. falciparum M1AAP inhibitors, biochemical, fluorogenic H-Leu-NHMec substrate, 1536-well (AID 1445); Aminopeptidase N (Plasmodium falciparum (isolate 3D7)); recombinant M1AAP, H-Leu-NHMec fluorogenic kinetic assay; higher % means a stronger effect; inhibition, % at 30 µM, or IC50 in µM where a hit was titrated; 220,000 compounds, 0.42% hits;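 active = primary inhibition above the hit cutoff, then over 50% inhibition at one or more dose response concentrations, cut at about 23% in these data, passing the limit was not always enough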;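 also: plate controls were DMSO full reaction for no effect and no enzyme background for full effect; strong numbers were not always called active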
XIAP displacement – XIAP antagonists, biochemical, IAP family, fluorescence polarization (AID 1018); XIAP BIR domain, fluorescence polarization peptide displacement; higher % means a stronger effect; 200,000 compounds, 0.007% hits; displacement, % at 20 µM, or IC50 in µM where a hit was titrated; E3 ubiquitin-protein ligase XIAP (Homo sapiens); in the data active = displacement above about 50%; also: a part of the inactive calls stands beside numbers as strong as those of hits
SIAH1 antagonists – Siah-1 peptide-binding antagonists, primary screen, biochemical, fluorescence polarization, rhodamine-plectin, uHTS (AID 1817). E3 ubiquitin-protein ligase SIAH1 (Homo sapiens). displacement, % at 20 µM, or IC50 in µM where a hit was titrated. 290,000 compounds, 0.02% hits. Siah-1 / rhodamine-plectin peptide fluorescence polarization; higher % means a stronger effect;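 active = displacement of at least 50% at 20 µM, with a fluorescence ratio check between 0.3 and a set limit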;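 also: plate controls were Siah plus tracer with DMSO for no effect and tracer alone without Siah for full effect; strong numbers were not always called active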
M17LAP inhibition – P. falciparum M17LAP inhibitors, primary screen, biochemical, fluorogenic H-Leu-NHMec substrate, 1536-well (AID 1619) | Leucine aminopeptidase (Plasmodium falciparum (isolate 3D7)) | recombinant M17LAP, H-Leu-NHMec fluorogenic kinetic assay; higher % means a stronger effect | one-dose inhibition, % at 30 µM; IC50 in µM for titrated hits | 220,000 compounds, 0.38% hits;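 active = compound inhibiting the enzyme by more than half at any dose during confirmatory dose-response retesting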;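 also: plate controls were full reaction with DMSO carrier for no effect and no enzyme background for full effect; strong numbers were not always called active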
Hep lipid drop – inhibitors of hepatocyte lipid droplet formation, primary screen, imaging, high-throughput imaging, BODIPY stain. AML12 mouse hepatocytes, oleate lipid droplets. inhibition, % at 6.5 µM. 240,000 compounds, 0.4% hits. AID 1656, 2009;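 active = lipid droplet intensity inhibited by at least 50%, with more than 500 cells counted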
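Material – mouse AML12 hepatocyte cell line, fixed after treatment · Compound dosing – one dose, 6.5 µM compound · Times – compound with oleate, overnight · Measured by – Image-based BODIPY and DAPI two-channel analysis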
Hep lipid drop cells 6.5 µM – further read-out of Hep lipid drop, marked with its call; cell count; measured here: cell count, cytotoxicity flag;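 cells counted across two imaged fields per well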
Active calls of the source: *; . = no result given. Rule as the data show it, unless noted: active = inhibition above about 50%; inactive = the rest.

Every second line gives: CSM14.1 death rescue, AID2073, NOD2 inhibition, LYP inhibition, M1AAP inhibition, XIAP displacement, SIAH1 antagonists, M17LAP inhibition, Hep lipid drop, Hep lipid drop cells 6.5 µM
1	O=C(COC(=O)CCN1C(=O)/C(=C\C=C\c2ccccc2)SC1=S)Nc1ccc(Br)cc1
 : 2.7%, 39%, 16%, 5%, 8%, -7.9%, -8%, 0%, -6, 686
2	Cc1ccc(NC(=S)NCC23C=CC(O2)C2C(=O)N(c4ccc(C)cc4)C(=O)C23)cc1 (stereo not drawn)
 : -0.6%, 0%, 10%, -7%, -1%, 0.8%, 5%, -4%, 6, 662
3	CC(OC(=O)CN(C)S(=O)(=O)c1ccc(Cl)cc1)C(=O)Nc1ncc(Cl)cc1Cl (stereo not drawn)
 : -0.9%, -1%, -4%, -2%, 14%, -5.4%, 5%, 9%, ., .
4	COc1ccc(C(=O)c2ccccc2)c(OCC(=O)NC2CC2)c1
 : 2.5%, -4%, 13%, 4%, -1%, -5.1%, -2%, -14%, 7, 739
5	Cc1csc2c(N3CCN(C(=S)Nc4ccc(F)cc4F)CC3)ncnc12
 : ., -48%, 50%, -2%, -1%, ., -3%, 4%, 13, 719
6	CCOc1ccc(S(=O)(=O)N2CCC(C(=O)N3CCN(Cc4ccccc4)CC3)CC2)cc1
 : ., 8%, 9%, -7%, ., ., -4%, ., -3, 809
7	COc1ccc(/C=C2\SC(=O)N=C2N)cc1
 : -1.6%, 5%, -23%, -9%, 2%, -9.7%, 3%, -10%, -1, 675
8	Cc1ccc(NCCNc2ccc(C)cc2)cc1
 : 1.7%, 2%, -6%, 3%, -3%, 0.8%, 7%, 4%, ., .
9	CCOc1cc(/C=N/NC(=O)c2cc(C)n(-c3ccc(F)cc3)c2C)ccc1O
 : ., 12%, 3%, -3%, 11%, ., -1%, 0%, 9, 732
10	Cc1cc(C)nc(NS(=O)(=O)c2ccc(NC(=O)c3ccco3)cc2)n1
 : 1.7%, -1%, 11%, -9%, 5%, 0.5%, 3%, 8%, ., .
11	COc1ccc(C(=O)NCC(=O)N/N=C/c2ccc([N+](=O)[O-])s2)cc1OC
 : 1.1%, -11%, 0%, 7%, 3%, -5.4%, 0%, 10%, 1, 725
12	COc1cccc(C2CCCN2Cc2nc(CCC(C)C)no2)c1 (stereo not drawn)
 : 1.7%, 6%, -20%, -5%, 2%, -9.7%, -8%, 3%, -12, 622
13	O=C1c2ccsc2SCCN1Cc1c(F)cccc1Cl
 : ., 5%, -15%, -5%, ., ., 0%, ., ., .
14	C[C@H]1CN=C(Nc2ccccc2)N1CCC1CCCC1
 : ., -10%, -14%, -6%, ., ., -1%, ., -28, 764
15	Cc1cccc(Cc2nnc(CCC(=O)NCc3cn4ccccc4n3)o2)c1
 : -0.8%, -15%, 16%, -6%, -1%, -7.0%, 2%, 6%, 0, 757
16	CC(C)NC(=O)CN(C(=O)CCC(=O)Nc1nccs1)c1ccc(C(C)C)cc1
 : ., 10%, 6%, 0%, ., ., 2%, ., -2, 858
17	O=C(CSCc1c(Cl)cccc1Cl)NN1C(=O)c2ccccc2C1=O
 : 0.1%, 0%, -23%, 3%, 7%, -16%, 5%, 4%, ., .
18	CSc1cc(-c2ccccc2)n(C)c(=O)c1C#N
 : -1.2%, 8%, -10%, 10%, 3%, -9.1%, 14%, 12%, 4, 687
19	Cc1cc(C)n(-c2ccc(C(=O)Nc3ccc(N4CCOCC4)cc3)cc2)n1
 : -1.6%, 0%, -12%, -4%, 5%, -5.7%, -5%, -4%, 3, 750
20	O=C(CCSc1ccccc1)N1CCCC1
 : -0.8%, 7%, -46%, -7%, 2%, -2.3%, -4%, 1%, 18, 633
21	COc1ccccc1NC(=O)Nc1ccccc1N1CCOCC1
 : ., 3%, -4%, -2%, 4%, ., -3%, 6%, 3, 793
22	CCOc1cc2[nH]c(=O)n(CCC(=O)NCCc3ccc(OC)c(OC)c3)c(=O)c2cc1OCC
 : -1.3%, 13%, -2%, -9%, -4%, -4.6%, 1%, 2%, 12, 768
23	CCc1nnc(NS(=O)(=O)c2ccc(N3C(=O)C4CC=C(Cl)CC4C3=O)cc2)s1 (stereo not drawn)
 : -1.6%, -4%, 4%, -4%, 10%, -1.0%, -1%, 46%, ., .
24	O=C(CCC(=O)NC1CCCCC1)N/N=C/c1ccncc1
 : -1.4%, 25%, 6%, -4%, 4%, -3.0%, 6%, 4%, -6, 793
25	O=C(O)c1cc(C(F)(F)F)nc2c(C(F)(F)F)cccc12
 : -2.8%, 14%, -9%, -6%, 3%, -4.1%, 6%, 6%, -6, 698
26	CCCN1CCC(=O)N(CCSc2ccccc2)CC1
 : ., 8%, -71%, -2%, ., ., -8%, ., -2, 819
27	C=CCNC(=S)N/N=C(\C)c1ccc(-n2ccnc2)cc1
 : -0.1%, -17%, 12%, 1%, 7%, -4.2%, 15%, -7%, -22, 720
28	O=C(OC(C(=O)NCc1ccccc1)c1ccccc1)c1ccco1 (stereo not drawn)
 : ., 7%, 7%, -4%, ., ., 15%, ., -3, 823
29	CCOP(=O)(OCC)C1NC(=O)N(c2ccccc2)C1=O (stereo not drawn)
 : ., 8%, 10%, -4%, ., ., 12%, ., 9, 876
30	Cc1cc(NC(=O)Nc2ccc(OCc3ccccc3)cc2)n(C)n1
 : ., 8%, -14%, -4%, ., ., 4%, ., ., .
31	Cc1ccc2nc(-c3ccc(S(=O)(=O)N4CCOCC4)cc3)cn2c1
 : -1.9%, 32%, -6%, -9%, 4%, -6.6%, -1%, -1%, 13, 816
32	O=C(c1ccco1)N1CCN=C1SCc1cccc(F)c1
 : 2.0%, -2%, 4%, -6%, 4%, -7.3%, -2%, -1%, ., .
33	O=C(CNS(=O)(=O)c1c(Cl)cccc1Cl)OCC(=O)c1ccc[nH]1
 : ., 45%, 0%, 3%, 15%, ., 2%, 6%, 3, 670
34	Cc1c(C(=O)OC(C)C)[nH]c2c1C(=O)CC(C)(C)C2
 : -2.8%, 6%, -12%, -6%, 13%, -2.3%, -2%, -1%, -18, 638
35	CCCC(C(=O)NCC1CCCO1)N(Cc1ccccc1)C(=O)CNS(=O)(=O)c1ccccc1 (stereo not drawn)
 : ., 4%, 46%, -9%, ., ., 3%, ., -10, 803
36	CC(Cc1cccs1)NC(=O)c1cccc(Cl)c1 (stereo not drawn)
 : -0.6%, -1%, -30%, -9%, 9%, -4.0%, -5%, 14%, -2, 689
37	N#Cc1c(N)c(C(=O)c2ccc(Cl)cc2)n2c1CCC2
 : -0.8%, 2%, 18%, -5%, -6%, 5.6%, 0%, 9%, ., .
38	O=C(Cc1ccc(F)cc1)N1CCC2(CC1)NCCc1[nH]cnc12
 : ., 10%, 9%, -9%, ., ., 14%, ., -3, 747
39	COC(=O)CN1C(=O)C2(C(C#N)=C(N)Oc3ccccc32)C2=C1CC(C)(C)CC2=O (stereo not drawn)
 : -0.5%, -4%, 2%, -5%, -2%, -4.7%, 4%, -8%, 15, 853
40	NC(=O)c1ccc(Nc2ccc3nonc3c2[N+](=O)[O-])cc1
 : ., -6%, 13%, -7%, ., ., -1%, ., -9, 807
41	Cc1ccc2c(CN(C)Cc3ccc(OC(F)F)cc3)cc(=O)oc2c1C
 : ., 2%, 33%, -4%, ., ., -2%, ., -17, 804
42	CCOC(=O)NCC(C)(C)CNC(=O)OCC
 : -1.4%, 0%, 11%, -8%, -1%, 0.1%, 2%, 1%, -6, 715
43	COc1ccc(NC(=O)N2CCCC(c3nc(-c4ccc(F)cc4)no3)C2)cc1 (stereo not drawn)
 : 1.8%, 7%, -25%, 10%, 1%, -8.6%, 0%, 3%, -17, 737
44	CCN(CC)S(=O)(=O)c1ccc(-c2nnc(SCC(=O)Nc3ccc4c(c3)OCO4)o2)cc1
 : -0.8%, 0%, -24%, -7%, 1%, -21%, -1%, 2%, ., .
45	CC(=O)Nc1ccc(NC(=O)C(C)Sc2n[nH]c(=O)n2Cc2ccccc2)cc1 (stereo not drawn)
 : ., -3%, -10%, -8%, ., ., 4%, ., -4, 759
46	C#CCOc1nc2c(c(=O)n(C)c(=O)n2C)n1Cc1ccccc1
 : ., 2%, 18%, -4%, 7%, ., 8%, 23%, 2, 676
47	O=C(c1cc(C2CC2)on1)N1CCCC(N2CCN(c3cccc(C(F)(F)F)c3)CC2)C1 (stereo not drawn)
 : ., 5%, 1%, -11%, ., ., 5%, ., ., .
48	CCC(=O)NC(=S)Nc1c(C)cc(Br)cc1C
 : -1.9%, -4%, -2%, 0%, 0%, -1.6%, 0%, 1%, -1, 668
49	CC(CCc1ccco1)N(C)S(=O)(=O)c1csc(C(N)=O)c1 (stereo not drawn)
 : ., 3%, 15%, -11%, ., ., 9%, ., 9, 752
50	COc1ccc2cc(C(=O)Nc3ccc(S(N)(=O)=O)cc3)sc(=O)c2c1OC
 : 1.7%, 26%, 7%, -4%, 11%, -5.1%, 45%, 0%, 9, 701
51	CNC(=O)Nc1ccc(Cn2cc(C(F)(F)F)ccc2=O)cc1
 : ., 17%, -42%, 1%, -6%, -7.2%, -5%, 5%, 8, 687
52	COc1ccc(NC(NC(=O)c2cccnc2)C(Cl)(Cl)Cl)cc1 (stereo not drawn)
 : -2.0%, 2%, 19%, -10%, -2%, -1.8%, 6%, 11%, 24, 677
53	CN(C)c1ccc(-c2n[nH]c(=S)n2-c2ccccc2)cc1
 : 0.2%, 1%, 5%, -6%, 3%, -6.4%, -2%, 3%, 17, 693
54	O=C(NCCc1ccccc1)/C(=C\c1cccc([N+](=O)[O-])c1)NC(=O)c1ccco1
 : ., 6%, 13%, -9%, ., ., -1%, ., -8, 837
55	c1ccc2c(N3CCCCC3)nc(N3CCOCC3)nc2c1
 : -1.8%, -4%, -4%, 2%, 2%, -4.1%, -5%, -4%, 16, 702
56	Brc1ccc2c(c1)CN1CCCC1=N2
 : ., -3%, 24%, -3%, ., ., 0%, ., -40, 794
57	COc1cccc(NC(=O)N2C3CCCC2CC(NC(=O)C(C)(C)C)C3)c1 (stereo not drawn)
 : ., 8%, 13%, -5%, ., ., 2%, ., 1, 812
58	Cc1c(NC(=O)c2cnn3c2NC(c2ccccc2)CC3C(F)(F)F)c(=O)n(-c2ccccc2)n1C (stereo not drawn)
 : -0.8%, -2%, 10%, 0%, 11%, 1.6%, -1%, 1%, 1, 736
59	O=C(O)CS/C(=C\c1ccc(F)cc1)c1nc2ccccc2s1
 : -1.6%, 1%, 22%, 6%, 5%, 2.5%, -3%, 2%, 14, 664
60	CCOC(=O)c1ccc(N2CCCCC2)c(NS(=O)(=O)c2cccc(C(F)(F)F)c2)c1
 : ., 1%, -37%, 3%, 6%, ., 4%, -2%, -25, 784
61	CNC(=S)Nc1cccc2[nH]ncc12
 : -1.0%, 0%, 17%, 2%, 3%, -1.3%, 8%, -4%, -2, 746

Some of the compounds tested; the hit share may differ from the screen's.
